# E coli growth: reduces bacterial viability in AddAB counter-screen; 330,000 compounds, 0.27% hits; inhibition, % at 11.9 µM; E. coli V3065 growth, OD600 absorbance, 18 h;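 active = inhibition above the campaign's mean inhibition across all tested compounds plus 3 SD, cut at about 9.9% in these data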;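 also: uninfected addAB+ strain grown without phage in ampicillin broth; 0% = DMSO wells and 100% = ciprofloxacin 0.95 µg/ml wells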
# AddAB inh: less growth of phage-infected E. coli with AddAB. E. coli expressing H. pylori AddAB, absorbance growth. inhibition, % at 11.9 µM. 330,000 compounds, 0.29% hits. AID 435030; in the data active = inhibition above about 12%;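 also: 0% = vehicle wells of infected cells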
# PfHsp90 yeast 2: reduces growth (ATP signal) of yeast expressing P. falciparum Hsp90. AID 504621. 310,000 compounds, 0.32% hits. S. cerevisiae expressing PfHsp90, BacTiter-Glo ATP, 48 h; yeast lacking PDR1 and PDR3 efflux regulators. inhibition, % at 9.4 µM;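 active = every replicate shows inhibition above about 80%, whatever the replicate mean, limit read from the data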;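 also: 0% = DMSO neutral controls and 100% = 20 µM radicicol positive controls; yeast relying on Plasmodium falciparum Hsp90 in place of its own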
# Mot1-301 SUMO: SUMOylation pathway inhibition by Mot1-301 growth rescue | 320,000 compounds, 1% hits | S. cerevisiae Mot1-301 growth rescue, ATP luminescence, 38.5C; percent above DMSO median, 100 means doubled | growth rescue, % at 18.8 µM;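 active = every valid replicate shows activation above 250% relative to neutral control wells; inactive = the rest, any valid replicate at or below 250%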;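 also: OY570 slx delta 5 strain wells were the positive control but not used for scaling; some compounds called inactive have numbers as strong as hits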
# phage Ecoli inh: E. coli growth loss with phage present. growth absorbance. inhibition, % at 11.9 µM. 360,000 compounds, 0.26% hits; in the data active = inhibition above about 11%
# PKA-R1A activ: activators of PKA-R1A complex; P00514+P68181; PKA-R1A dissociation, Cy5-IP20 fluorescence polarization; scaled: DMSO 0%, 113 µM cGMP 100%; activation, % at 11.4 µM; 340,000 compounds, 0.083% hits; AID 504707;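 active = percent activation above the mean of all tested compounds plus 3 SD, cut at about 19% in these data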;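 also: higher means more PKAc released from R1A so a rise in polarization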
# MOR-DOR ag: OPRM1-OPRD1 heterodimerization agonism; P35372+P41143; cells, luminescence; activation, % at 9.3 µM; 340,000 compounds, 0.3% hits; in the data active = activation above about 18%;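 also: 0% = vehicle-treated cells and 100% = reference agonist; values of inactives mirror those of a sister screen read the other way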
# DSG3 Ab inh: blocks pemphigus antibody binding to human desmoglein-3 | binding (percent of control), % at 10 µM | DSG3-coupled beads, scFv-anti-DSG3-GFP binding, flow cytometry; stronger effect = lower value | AID 588358 | 310,000 compounds, 0.48% hits | P32926;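 active = binding more than 3 SD below its plate's average and above zero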; also: some compounds called inactive have numbers as strong as hits
# Target sequence (P32926 whole entry, looked up): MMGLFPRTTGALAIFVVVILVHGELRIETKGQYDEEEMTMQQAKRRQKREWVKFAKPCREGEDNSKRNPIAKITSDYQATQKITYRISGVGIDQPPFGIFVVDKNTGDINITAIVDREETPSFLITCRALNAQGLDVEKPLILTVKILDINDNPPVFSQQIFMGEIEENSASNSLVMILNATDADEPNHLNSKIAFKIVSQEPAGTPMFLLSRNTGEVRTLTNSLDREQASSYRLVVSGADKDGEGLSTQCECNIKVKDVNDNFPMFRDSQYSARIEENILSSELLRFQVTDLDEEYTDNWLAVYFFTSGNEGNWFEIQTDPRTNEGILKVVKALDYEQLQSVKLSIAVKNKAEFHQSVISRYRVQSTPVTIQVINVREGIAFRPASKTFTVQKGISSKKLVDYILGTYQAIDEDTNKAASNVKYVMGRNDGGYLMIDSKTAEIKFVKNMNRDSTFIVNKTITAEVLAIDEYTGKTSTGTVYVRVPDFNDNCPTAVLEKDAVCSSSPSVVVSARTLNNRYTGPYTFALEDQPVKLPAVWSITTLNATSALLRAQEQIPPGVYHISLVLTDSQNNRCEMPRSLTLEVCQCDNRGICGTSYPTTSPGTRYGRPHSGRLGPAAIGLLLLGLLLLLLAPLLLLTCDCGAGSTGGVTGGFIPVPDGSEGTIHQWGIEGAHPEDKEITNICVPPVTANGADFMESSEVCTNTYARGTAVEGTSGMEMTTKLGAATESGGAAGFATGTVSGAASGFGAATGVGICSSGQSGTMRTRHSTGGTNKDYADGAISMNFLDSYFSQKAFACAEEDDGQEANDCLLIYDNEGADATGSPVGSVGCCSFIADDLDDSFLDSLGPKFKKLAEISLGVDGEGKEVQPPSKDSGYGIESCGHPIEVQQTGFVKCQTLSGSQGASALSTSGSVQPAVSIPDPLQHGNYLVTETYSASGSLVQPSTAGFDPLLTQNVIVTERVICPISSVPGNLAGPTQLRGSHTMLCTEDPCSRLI
# Tat export inh: inhibitors of E. coli Tat protein transport. E. coli MC4100 TorA-mCherry Tat export, fluorescence. AID 488895. inhibition, % at 10 µM. 340,000 compounds, 0.036% hits;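 active = mean replicate inhibition at least 50% and at least half of replicates individually reaching 50%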;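 also: exported cargo escapes ClpAP degradation while cytoplasmic cargo is degraded and loses fluorescence; 0% = median of neutral control wells and 100% = median of NaSCN control wells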
# MOR-DOR inv ag: inverse agonist of human OPRM1-OPRD1 heterodimerization | inhibition, % at 9.3 µM | 340,000 compounds, 0.21% hits | cell-based MOR-DOR heterodimer luminescence, inverse agonism | P35372+P41143; in the data active = inhibition above about 22%, passing the limit was not always enough;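 also: 0% = cells with DMSO and 100% = wells without cells with DMSO; values of inactives mirror those of a sister screen read the other way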
# Arr AP2 block: human beta-arrestin and AP2 interaction inhibition. FITC-arrestin peptide / GST-AP2 beads, flow cytometry; AP2 beta2 appendage carries R879A mutation. inhibition, % at 10 µM. 340,000 compounds, 0.31% hits;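 active = inhibition above a set limit, near 3 SD of compounds lacking own fluorescence, cut at about 54% in these data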;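 also: plate controls were DMSO wells for no effect and 5 µM unlabelled arrestin peptide for full effect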
#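 Measured by: flow cytometry, FL1 (488/535 nm); Material: AP2 appendage R879A on GSH beads; Evaluation: percent response; Timing: pre-incubation 12 min, peptide binding 1 h, room temperature; Also added: 50 nM FITC-arrestin peptide; Medium: PBS with 0.05% Tween 20 and 0.1% BSA.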
# * hit, by the source's call; / = no result given. Random draw from the library. About 2.8% of those tested had a hit in this group.
smiles	AddAB inh	Arr AP2 block	Mot1-301 SUMO	PfHsp90 yeast 2	phage Ecoli inh	Tat export inh	PKA-R1A activ	MOR-DOR inv ag	MOR-DOR ag	DSG3 Ab inh	E coli growth
CCCCCCCN1C(N(C)C)=NC[C@@H]1Cc1ccccc1	-0.4	7	-13	11	2.1	-2	-2	26	-4.7	107	-2.7
Cc1nn(C)cc1S(=O)(=O)N1CCN(c2ccccc2F)CC1	-0.2	32	-13	7	0.6	-5	12	4	-0.8	/	-0.4
O=C(N/N=C/c1ccc2c(c1)OCO2)c1ccc(Cn2cc([N+](=O)[O-])cn2)o1	2.5	-1	-10	16	3.5	3	9	-5	0.8	99	-0.3
COc1ccc(-c2noc(CCC(=O)NC3CCCCCC3)n2)cc1	2.9	-5	-15	-13	3.7	-8	5	12	-2.3	/	0.7
O=C(N/N=C/c1ccsc1)c1cc(O)cc(O)c1	2.3	-1	-10	-7	2.6	1	2	8	-2.0	94	-0.5
Cc1cccc(N2C(=O)NC3(CCCCC3)C2=O)c1	-0.2	-9	-5	/	0.8	-6	-2	8	-1.3	/	1.1
COc1ccccc1Cc1nc(-c2ccc(Br)o2)no1	2.5	7	3	47	2.3	-1	-7	-9	1.7	110	0.2
O=C(Nc1cccnc1Cl)c1cc(-c2cccc(Cl)c2)on1	3.7	4	4	20	-0.1	-10	-10	-8	1.0	89	1.1
O=C(c1cc2nc(C3CC3)cc(C(F)F)n2n1)N1CCOCC1	0.7	-9	1	0	-1.5	2	3	5	-1.2	/	-0.8
COC(=O)CC1=C(C(=O)OC)C(c2cccs2)C(C#N)=C(N)O1 (stereo not drawn)	2.2	-2	-5	18	3.9	-1	1	5	-0.8	110	-0.5
COc1ccc(OC)c(S(=O)(=O)NCc2ccc(N3CCN(C)CC3)cc2)c1	-0.2	-5	0	33	-0.2	7	-5	3	-0.6	/	0.2
O=C(O)C1C2C=CC(C2)C1C(=O)Nc1cccc(Cl)c1 (stereo not drawn)	-2.2	4	22	-2	0.5	-4	-3	2	-0.3	88	-0.6
CC1=C(C(=O)OCc2ccccc2)C(c2cccnc2)n2nnnc2N1 (stereo not drawn)	2.4	5	8	6	1.1	1	-8	0	-0.1	108	0.5
CC(Sc1nc2ccc(Br)cc2[nH]1)C(=O)O (stereo not drawn)	-0.5	3	-3	9	2.9	-2	1	17	-3.2	97	-2.4
COc1ccc(S(=O)(=O)N2CCN(c3nc(-c4cccnc4)nc4ccccc34)CC2)cc1	-3.5	-10	-4	-26	3.0	8	7	6	-1.7	/	-3.3
CCN(CC)C(=O)CSc1nnc(-c2cccnc2)n1CCc1ccccc1	1.3	4	3	1	2.6	-13	1	-5	0.8	97	0.8
CCOC(=O)COc1ccc(S(=O)(=O)c2ccc(OCC(=O)OCC)cc2)cc1	1.8	0	6	-18	0.7	4	2	4	-0.6	93	0.3
COc1ccc(OC)c(NC(=O)C(=O)N/N=C/c2ccccc2[N+](=O)[O-])c1	1.0	2	5	1	-0.1	-5	4	2	-0.4	97	-0.4
Cc1ccc(C2C(C(=O)c3cc4ccccc4o3)=C(O)C(=O)N2CCN2CCOCC2)cc1 (stereo not drawn)	1.5	26	9	13	0.9	8	8	18	-3.4	94	0.6
O=C(CSCc1ccc(Cl)cc1)Nc1cccc(C(=O)O)c1	3.4	5	-6	1	1.9	1	0	10	-1.9	107	1.5

# More records.
smiles	AddAB inh	Arr AP2 block	Mot1-301 SUMO	PfHsp90 yeast 2	phage Ecoli inh	Tat export inh	PKA-R1A activ	MOR-DOR inv ag	MOR-DOR ag	DSG3 Ab inh	E coli growth
COc1ccc(C(=O)Nc2c(N)nc(SCC(=O)c3ccccc3)[nH]c2=O)cc1	3.6	6	145	-10	3.4	2	0	11	-2.1	107	0.9
CCCOC(=O)c1ccc(Oc2cn[nH]c2-c2ccc(OCC)cc2O)cc1	4.3	20	-13	98*	7.5	6	-4	-54	11	111	8.1
O=C(OCc1c(Cl)cccc1Cl)c1cnccn1	0.3	1	180	2	1.6	-1	-5	5	-0.9	95	-0.2
CC(=O)c1ccc(N=c2scc(C)n2C(C)C)cc1	-0.1	-7	5	14	2.3	1	9	2	-0.4	106	0.5
CCOCC(=O)Nc1cccc(-c2nc3cccnc3s2)c1C	-3.7	-8	-12	-3	2.9	2	-1	6	-1.1	101	-0.3
COC(=O)CNC(=O)C(NC(=O)OCc1ccccc1)C(C)C (stereo not drawn)	2.5	14	-5	2	1.9	5	-9	-7	1.3	107	-0.7
COC(=O)CSc1nnnn1-c1ccccc1	2.2	-9	23	-7	4.3	0	-1	14	-3.4	98	-0.5
CCCSC1=C(C#N)C(c2ccc(Cl)cc2Cl)CC(=O)N1 (stereo not drawn)	2.9	2	14	/	2.4	-3	-10	-21	3.7	97	1.5
COc1ccc(OCc2nc(N)nc(Nc3ccccc3OC)n2)cc1	1.0	0	/	/	1.9	-3	-13	-5	1.0	108	1.4
COc1ccccc1NC(=S)NC(NC(=O)c1ccco1)C(Cl)(Cl)Cl (stereo not drawn)	11	11	-8	21	11*	-23	-22	-14	2.1	93	8.3
CCNC(=S)N/N=C/c1cccc(C)c1	0.9	20	-4	-15	1.6	6	11	-1	0.2	/	-0.5
CC(Oc1ccc([N+](=O)[O-])cc1)C(=O)NCC1CCCO1 (stereo not drawn)	0.9	2	3	-10	1.6	-4	0	8	-1.5	107	0.8
CCOc1ccc(C(=O)Oc2cc(C)[nH]c(=O)c2[N+](=O)[O-])cc1OCC	1.7	4	-12	-3	-0.1	-8	9	9	-1.8	96	0.6
O=C(CSc1nc2ccccc2[nH]1)NCc1ccccc1	-2.3	-7	13	-7	1.6	0	-6	15	-3.2	125	0.8
Cc1ccc2cc(C)c(SCC(=O)NCC3CCCO3)nc2c1 (stereo not drawn)	1.7	-12	69	-14	1.5	-6	1	2	-0.3	/	2.0
CCCN(CCC)CCCNC(=O)CN1C(=O)CSc2ccc(S(=O)(=O)N3CCOCC3)cc21	1.3	-19	15	7	3.2	4	-3	5	-1.0	96	1.0
O=C(O)CN1C(=O)c2ccc(C(=O)c3ccccc3)cc2C1=O	0.0	13	3	3	-0.1	-9	-10	17	-3.3	98	-3.0
CCCOc1ccc(C2NC(=S)NC(C)=C2C(=O)c2ccccc2)cc1OC (stereo not drawn)	-0.2	-15	-20	-5	4.0	12	-9	-19	2.6	101	-1.7
CC1=NN(c2nc(-c3ccc(C)cc3)cs2)C(=O)C1N=Nc1ccc2ccccc2c1 (stereo not drawn)	-0.8	-1	308	-3	1.0	-1	-21	7	-1.2	93	3.5
CC(Oc1cccc(F)c1)c1ccnc2nc(/N=C/N(C)C)nn12 (stereo not drawn)	1.4	31	-16	9	2.4	6	-8	5	-0.8	80	-1.7

# (more compounds)
smiles	AddAB inh	Arr AP2 block	Mot1-301 SUMO	PfHsp90 yeast 2	phage Ecoli inh	Tat export inh	PKA-R1A activ	MOR-DOR inv ag	MOR-DOR ag	DSG3 Ab inh	E coli growth
COc1ccc(/C=C/C(=O)Nc2ccc(S(=O)(=O)Nc3cc(C)nc(C)n3)cc2)cc1OC	2.2	15	73	-10	1.2	0	-5	7	-1.1	/	1.9
COc1ccccc1-c1nc(C#N)c(N2CCC(Cc3ccccc3)CC2)o1	1.0	6	/	-19	2.7	4	-7	8	-1.4	99	4.2
COc1cccc(OC)c1CC1SC(=O)NC1=O (stereo not drawn)	0.8	17	-2	6	3.5	-6	3	-7	1.0	100	-0.9
CCOc1ccccc1CN1CCC(N2CCOCC2)CC1	0.0	1	13	-26	1.0	5	-2	17	-3.8	111	0.3
COC(=O)CNC(=O)c1c(C)cc(=O)oc1C	1.6	0	-6	17	0.9	-4	14	5	-0.9	103	2.2
COC(=O)CC1SC(=O)NC1=Nc1ccc(OC)cc1 (stereo not drawn)	2.6	-7	13	2	1.9	7	-7	6	-1.4	/	4.0
COc1ccccc1CNC(=O)C1CCC(CNc2c(N3CCOCC3)c(=O)c2=O)CC1 (stereo not drawn)	-0.9	4	-4	-10	2.2	1	0	10	-1.7	99	-1.3
O=C1CS/C(=N/N=C\c2ccn[nH]2)N1	4.0	30	146	/	5.2	/	/	/	/	106	4.3
NC(=O)c1nsc(C(=O)N(Cc2ccc(F)cc2)C(C(=O)NC2CCCC2)c2ccco2)c1N (stereo not drawn)	1.3	12	876*	11	0.9	2	-7	16	-3.0	100	-3.5
Cc1ccc(S(=O)(=O)Nc2ccccc2C(=O)NCc2cccnc2)cc1	-1.1	-16	-10	-1	4.0	-1	-6	13	-2.5	112	-2.4
O=C(CCc1nc(-c2ccccc2)no1)Nc1cccnc1	1.4	-12	4	0	1.4	-1	-3	5	-0.8	96	-1.1
COc1ccc(NC(=S)N2CCN(S(=O)(=O)c3ccc(F)cc3)CC2)cc1	/	5	0	9	-2.0	33	3	13	-4.0	114	/
O=C1c2ccccc2C(Nc2cccnc2)N1Cc1ccccc1 (stereo not drawn)	0.0	10	293	-1	2.7	-4	1	3	-0.5	121	-0.8
CCOC(=O)CCc1nn(C)c(=O)c2ccccc12	2.0	-4	9	-3	1.7	-8	8	16	-3.0	97	0.5
CCn1c(SCC(=O)Nc2sc(C)c(C)c2C#N)nnc1C(C)C	1.3	3	/	-11	4.1	2	5	5	-0.8	103	0.6
Cc1ccccc1NC(=O)NCCCN1CCN(C2CCCCC2)CC1	2.2	4	-3	-34	3.6	-6	-20	8	-1.8	122	-1.2
CCCC(C)NC(=O)CSCc1ccc(OC)cc1 (stereo not drawn)	0.9	-2	0	39	3.2	-4	-2	2	-0.4	102	-0.9
CCCNS(=O)(=O)c1ccc(NC(=O)c2ccccn2)cc1	0.4	0	-13	-25	-0.6	1	1	4	-1.1	/	-2.8
O=C(CC1Sc2ccccc2NC1=O)c1ccc(Br)cc1 (stereo not drawn)	-1.1	4	-14	-6	3.4	0	-2	-18	3.5	83	-2.0
COc1ccc2c(c1)C(SCC(=O)NCc1ccccc1)CC(C)(C)O2 (stereo not drawn)	1.9	6	170	1	3.0	-3	7	9	-1.8	103	1.0
CCOC(=O)c1ccc(NC(=O)Cn2c(-c3nonc3N)nc3ccccc32)cc1	5.2	-1	-14	-39	4.3	-6	1	/	/	75	1.0
Clc1ccccc1N=C1NN=C(c2cccs2)CS1	-0.9	0	-2	/	1.2	0	-10	10	-2.0	115	-0.9
